XIAP antagonists: small molecules displacing peptide from XIAP – biochemical, IAP family, fluorescence polarization (AID 1018) | XIAP BIR domain, fluorescence polarization peptide displacement; higher % means a stronger effect | displacement, % at 20 µM; hits with a dose series show IC50 in µM | hit rate 0.007% among 200,000; in the data active = displacement above about 50%; also: a part of the inactive calls stands beside numbers as strong as those of hits
b-catenin transl: modulators of beta-catenin nuclear translocation; nuclear translocation activity, % at 5 µM; HeLa beta-catenin nuclear translocation, immunofluorescence imaging; AID 1665; hit rate 0.3% among 190,000;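 active = nuclear translocation activity above 50% at 5 µM, with a well cell count of 50 or more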;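 also: per-cell ratio of nuclear to cytoplasmic median beta-catenin stain intensity; plate controls were DMSO negative control for no effect and GSK-3 inhibitor IX positive control for full effect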
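Technique: fluorescence imaging of beta-catenin antibody stain plus DAPI / Material: human HeLa cell line / Incubation: compound treatment 24 h, 37°C, 5% CO2 / Read-out basis: % activation of per-cell nuclear versus cytoplasmic median beta-catenin signal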
CSM14.1 death rescue: rescue of cells from ER stress-induced death, primary screen, 384-well, CSM14.1, thapsigargin, ATP luminescence (AID 1222). one-dose cellular ATP content (survival), % at 20 µM; EC50 in µM for titrated hits. 190,000 tested, under 10 active. CSM14.1 thapsigargin-induced death rescue, ATP luminescence; higher % means a stronger effect;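 active = EC50 below 50 µM in the dose-response confirmation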;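 also: death triggered by thapsigargin at about 15 µM added after 2 h compound pretreatment; cell ATP read after overnight thapsigargin exposure of roughly 18 to 22 hours; normalized against plate controls of thapsigargin alone and 5% DMSO vehicle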
Lipid droplet: modulators of hepatic lipid droplet formation. AID 1656. inhibition, % at 6.5 µM. AML12 mouse hepatocytes, oleate lipid droplets, BODIPY imaging. hit rate 0.4% among 240,000;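 active = lipid droplet intensity inhibited by at least 50%, with more than 500 cells counted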
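Assay system: AML12 mouse liver cells | Compound dosing: One dose, 6.5 µM compound | Read-out basis: Droplet intensity reduction, % inhibition | Measured by: Fluorescence imaging, 20x objective, two fields per well | Schedule: Overnight treatment with compound plus oleate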
Dynein transport: dynein cargo transport inhibition; 3617.4 mouse cells, GR-EGFP nuclear translocation imaging; test concentration mostly 20 µM; stimulated with dexamethasone, 1 µM; stronger effect = lower value; z-score, hits read low; hit rate 0.47% among 220,000; AID 1381;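 active = plate z-score of nuclear minus cytoplasmic receptor signal below a set negative limit, without overly bright fluorescence or cell loss, cut at about -3.5 in these data, passing the limit was not always enough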;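 also: z-score of nuclear minus cytoplasmic ring GR-EGFP intensity difference per well; some compounds called inactive have numbers as strong as hits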
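Buffer or medium: Induction medium lacking tetracycline, stripped serum | Also added: Dexamethasone agonist, 1.0 µM final, for 30 min | Timing: 48 h induction, 1 h compound, 30 min dex at 37 °C | Detection: Formaldehyde fixation, Hoechst nuclear stain, 10x automated fluorescence imaging | Measure: Nuclear versus cytoplasmic GR-EGFP signal, averaged per well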
Autophagy mod: modulators of autophagy | hit rate 0.98% among 190,000 | calls only at 10 µM (by protocol) | MEF GFP-LC3 puncta imaging; test concentration mostly 10 µM;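 active = percentage of spot-positive cells more than 3 SD above its plate mean, without a fluorescence outlier flag or 80% toxicity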;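 also: spot-positive cell cutoff set from DMSO-treated cells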
Insulin prom up: MIN6 insulin promoter up-regulation. MIN6 insulin promoter-GFP reporter, high-content imaging; stronger effect = higher value. z-score at 5 µM. hit rate 0.3% among 190,000. AID 1625;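 active = z-score above 3 at 5 µM with at least 500 cells counted in the well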
MT stabilize HCS: microtubule stabilization, imaging screen | % tubulin-high responders, % at 10 µM | HeLa tubulin immunostaining HCS, 24 h; share of cells brighter than vehicle mean+2SD | hit rate 0.83% among 200,000 | AID 2205;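 active = plate Z-score above 3 for both tubulin-high and condensed-nucleus cell shares, with cell loss under 80%, at 10 µM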;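 also: anti alpha tubulin signal scored within the nucleus-defined area of each cell; some results filed as inactive read as strong as hits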
WT yeast gro inh: growth inhibition of WT yeast, mitochondrial fusion screen | mitochondrial fusion phenotypic screen, WT strain | inhibition, % at 10 µM | hit rate 2.1% among 190,000 | AID 1362; in the data active = inhibition above about 58%; tested in S. cerevisiae
WT yeast gro inh mutant strain: second read-out of WT yeast gro inh, no call of its own (marks repeat the call); inhibition, %; mitochondrial fusion phenotypic screen, mutant strain inhibition
Dynein transport cytoplasmic EGFP: also measured in Dynein transport; calls as there; z-score; measured here: cytoplasmic GR-EGFP intensity; stronger effect = higher value
Dynein transport nuclear GR-EGFP: recorded beside Dynein transport, whose call it bears; z-score; measured here: nuclear GR-EGFP intensity;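 lower value marks the stronger effect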
Dynein transport cell count: further read-out of Dynein transport, marked with its call; z-score; measured here: cell count per field
Insulin prom up cell count: also measured in Insulin prom up; calls as there; cell count; measured here: cytotoxicity, nuclei count;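 total cells summed across four imaged fields per well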
Lipid droplet cells 6.5 µM: recorded beside Lipid droplet, whose call it bears; cell count; measured here: cell count, cytotoxicity flag;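 cells counted across two imaged fields per well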
b-catenin transl cell count 5 µM: further read-out of b-catenin transl, marked with its call; cell count; measured here: cell count, cytotoxicity flag
MT stabilize HCS Hoechst-high %: also measured in MT stabilize HCS; calls as there; % Hoechst-high responders; measured here: nuclear condensation Hoechst responders;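 share of cells brighter than vehicle mean plus two SD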
MT stabilize HCS cytotoxicity %: also measured in MT stabilize HCS; calls as there; toxicity, %; measured here: cytotoxicity by cell density;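 0% = mean cell density of plate MIN control wells and 100% = no cells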
Autophagy mod cell loss 18 h: also measured in Autophagy mod; calls as there; toxicity, %; measured here: cell loss, nuclei count;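 cell loss after 18 h compound exposure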
Numbers without * were called inactive; i = inactive; nt = not tested or not shown.

SMILES	XIAP antagonists	b-catenin transl	b-catenin transl cell count 5 µM	CSM14.1 death rescue	Lipid droplet	Lipid droplet cells 6.5 µM	Dynein transport	Dynein transport cytoplasmic EGFP	Dynein transport nuclear GR-EGFP	Dynein transport cell count	Autophagy mod	Autophagy mod cell loss 18 h	Insulin prom up	Insulin prom up cell count	MT stabilize HCS	MT stabilize HCS Hoechst-high %	MT stabilize HCS cytotoxicity %	WT yeast gro inh	WT yeast gro inh mutant strain
CN(CC(=O)Nc1ccc(N2CCOCC2)cc1)C(=O)CC(c1ccccc1)c1ccccc1	-0.2%	0.6	1029	1.5%	44	716	-0.11	-0.26	-0.031	-0.34	i	4	nt	nt	1.9	1.7	4.2	7	9
Cc1cc(C)cc(CSCC(=O)NN=C2CCCCCC2)c1	-1.1%	nt	nt	-0.2%	-3	656	-0.097	-0.22	0.73	-0.097	i	14	-0.33	1254	3.7	3.6	8.3	-5	2
CCOC(=O)COn1c(SCC(=O)OCC)nc2ccccc2c1=O	-3.8%	-4.6	1215	2.5%	5	743	-1.1	-0.14	-0.25	0.98	i	-1	0.11	1244	1.7	1.1	6.9	11	23
Cc1nnc(NC(=O)c2ccc3c(c2)C(=O)N(CCC(C)C)C3=O)s1	-0.7%	nt	nt	-1.6%	nt	nt	0.88	-0.23	0.47	0.61	i	-1	-0.21	956	3.3	2.4	6.7	11	16
O=C(Cc1cccs1)N(c1ccc(Cl)cc1)C1C=CS(=O)(=O)C1 (stereo not drawn)	-2.6%	-1.9	1335	1.1%	nt	nt	0.34	-0.29	0.21	-0.02	i	30	2.1	1484	4.7	3.9	9.7	0	-9
COc1cc(/C=C2/C(=O)NN(c3ccc(F)cc3)C2=O)cc([N+](=O)[O-])c1O	nt	0.4	1309	nt	2	703	0.4	-0.29	0.64	-0.3	nt	nt	-0.01	982	nt	nt	nt	nt	nt
CCC1(c2ccccc2)NC(=S)N(c2cccc(C)c2C)N1 (stereo not drawn)	-3.9%	3.2	540	0.0%	-2	613	0.07	-0.21	0.15	0.43	i	9	1	1393	2.3	2.3	3.6	11	10
CN1CCN(C2=Cc3cc(Cl)ccc3Sc3cc(F)ccc32)CC1	-4.5%	nt	nt	-2.2%	-14	709	1.2	0.2	0.65	-4	i	-6	nt	nt	5.1	2.3	1.6	95*	95*
Cc1cccc(-n2nnc(C(=O)NCc3ccccn3)c2N)c1	3.7%	1.9	1072	0.8%	4	593	-0.29	-0.19	0.05	0.2	i	-12	0.16	1905	4.7	3.2	7.3	15	0
Cc1c(N2CCCC2)cc2c(c1NC(=O)c1ccccc1Cl)C(C)(C)CC2(C)C	nt	-0.9	1131	nt	1	774	-0.45	-0.25	-0.49	0.66	nt	nt	0.25	1476	nt	nt	nt	nt	nt
O=C(O)c1cccn2c(=O)c3ccccc3nc12	-5.1%	nt	nt	-0.8%	9	678	-0.47	-0.1	-0.0049	0.081	i	-13	-1.6	1255	4.1	1.9	7.5	-1	-6
CC1(C(=O)CSc2ncn[nH]2)CCC(=O)O1 (stereo not drawn)	-7.6%	nt	nt	-1.1%	nt	nt	0.013	-0.25	0.27	1.2	i	-12	-1.9	851	0.9	0.9	9.1	-7	-2
CCOC(=O)c1c(NC(=O)C[n+]2ccccc2)sc2c1CCCC2	-3.8%	-0.9	1599	-2.2%	-1	703	-1.3	-0.26	-0.59	-0.049	i	40	0.07	1420	5.3	2.2	6.8	-3	12
CCN(CC)S(=O)(=O)c1cc(OCC(N)=O)c(C)cc1Cl	-9.7%	3.4	478	-0.1%	-2	526	-0.3	-0.17	0.025	-0.18	i	6	0.7	1263	5.0	2.8	8.7	-8	8
COC(=O)c1cc(C#N)c(NCc2ccc(Cl)cc2Cl)nc1C	-3.5%	-0.9	1349	-0.5%	nt	nt	-0.48	-0.085	-0.1	0.059	i	-6	-0.42	1608	2.0	1.5	1.8	5	-1
Cn1c2ccccc2c(=O)c2c(=O)n(-c3ccc(F)cc3)c(-c3cccs3)nc21	nt	0.3	1141	nt	16	737	0.8	-0.15	0.47	-0.88	nt	nt	-0.77	1190	nt	nt	nt	nt	nt
O=C(COC(=O)CNC(=O)c1ccccc1)Nc1ccc(S(=O)(=O)N2CCOCC2)cc1	-6.9%	2.8	1013	nt	-9	693	-1.1	-0.19	-0.42	0.26	i	-16	0.06	1267	1.5	1.1	1.0	1	-6
CC1(C)C(=O)Nc2ccccc2N1C(=O)COC(=O)C12CC3CC(CC(O)(C3)C1)C2	-3.4%	-4.2	964	-0.2%	nt	nt	-0.66	-0.22	-0.41	0.97	i	-2	-0.69	1263	1.3	1.1	10	9	26
Cc1nn(Cc2ccccc2)c(C)c1C(=O)NCCN1C(=O)S/C(=C\c2ccccc2)C1=O	-11%	4.2	958	-1.4%	-10	579	-0.27	-0.28	-0.28	0.26	i	1	nt	nt	5.6	2.3	9.2	-8	-12
COc1ccc(/C=N/NC(=O)CN2CCSCC2)c(OC)c1	-8.4%	-4.2	557	-0.6%	18	751	-0.05	-0.25	0.11	0.52	i	41	0.12	1350	2.2	1.9	5.5	0	16
CC(C)C(=O)NC(NC(=S)NC1CCS(=O)(=O)C1)C(Cl)(Cl)Cl (stereo not drawn)	-6.8%	-3.8	1195	0.2%	15	761	-1	-0.2	-0.49	-0.35	i	-10	0.21	1138	2.7	1.9	4.0	-16	-5
Cn1c(=O)c2cc(S(=O)(=O)NC(C(=O)NC3CCCCC3)c3ccccc3)ccc2n(C)c1=O (stereo not drawn)	-1.9%	-6.5	1117	-0.4%	nt	nt	1.1	-0.029	1	-0.23	i	7	-0.83	1003	4.6	3.3	8.2	8	-4
O=C(/C(=C(\[O-])c1ccccc1)[n+]1ccc2ccccc2c1)c1ccccc1	-2.3%	-0.4	522	-1.9%	6	631	1.4	-0.19	1.4	-1.4	i	13	0.55	1378	1.6	1.1	0.6	8	4
O=C(CCC(=O)Nc1ccccc1Cl)N/N=C/c1c[nH]c2ccccc12	0.1%	1.0	961	1.5%	-2	639	-0.37	0.32	-0.03	-0.17	i	13	0.12	1222	2.5	4.0	0.4	10	-12
CCO[C@H]1OC(C(=O)N2CCOCC2)=C[C@@H](c2ccc(C(F)(F)F)cc2)[C@@H]1CCCO	-5.6%	-0.8	1175	-0.6%	-2	646	-0.14	-0.054	0.23	-0.0049	i	-19	-1.2	1434	3.7	1.3	1.8	-32	-10
O=C(Nc1ccc(Cl)cc1)OCc1cc(-c2ccccc2)on1	-4.0%	nt	nt	0.2%	nt	nt	-0.012	-0.14	0.3	0.29	i	11	nt	nt	1.5	1.3	9.9	nt	nt
Cc1nnc(SC(C)C(=O)Nc2c(C)n(C)n(-c3ccccc3)c2=O)n1N (stereo not drawn)	-2.9%	2.7	914	-0.1%	1	643	-1.3	-0.12	-0.44	0.84	i	10	2	1673	3.7	1.7	4.4	-3	6
O=C(O)CCn1c(=O)n(CCC(=O)O)c(=O)n(CCC(=O)O)c1=O	-8.5%	-0.4	992	1.5%	6	718	1.2	-0.23	0.99	-0.37	i	-3	-0.43	1578	1.3	1.8	10	-3	-8
COC(=O)C1=CNC=C(C(=O)OC)C1c1cccc(OC)c1	-1.4%	nt	nt	-1.9%	2	697	-0.2	-0.2	-0.3	-0.45	i	-8	-0.72	1434	3.8	1.9	7.0	23	25
COC(=O)CNC(=O)CSc1nnc(C)c(=O)[nH]1	-28%	0.1	1059	-0.3%	14	653	1.3	-0.069	0.66	-1.4	i	0	0.05	1544	2.4	1.3	6.2	-10	33
CCCCCn1nc(C(=O)OCC(=O)c2c(N)n(C)c(=O)n(C)c2=O)c2ccccc2c1=O	-0.1%	-0.5	1113	-0.8%	6	676	1.8	-0.24	1.1	-1	i	-6	nt	nt	1.6	2.6	12	-7	-26
Cc1[nH]c(=O)[nH]c(=O)c1/C=C/C(=O)O	nt	-1.0	1308	nt	12	679	0.63	-0.3	1.4	-0.45	nt	nt	0.21	1078	nt	nt	nt	nt	nt
O=C(NNC(=O)[C@@H]1CCCC[C@@H]1C(=O)O)Nc1ccccc1	1.8%	-2.4	588	1.9%	9	588	-0.71	-0.28	-0.19	1.1	i	7	0.7	1334	5.2	2.3	11	-12	-5
O=C1[C@@H]2[C@@H]3C[C@@H]([C@H]4ON=C(c5ccc(Cl)cc5)[C@@H]34)[C@@H]2C(=O)N1c1ccc2c(c1)OCO2	-11%	-3.8	1125	2.2%	4	609	0.38	-0.2	0.73	-0.84	i	40	0.19	1393	6.6	3.5	5.6	7	-3
O=C1N(c2ccccc2)C[C@@H]2C[C@@H](c3cc4ccccc4o3)N3CCC[C@@]123	-4.5%	4.2	953	12%	2	441	-0.5	0.067	-0.062	-0.84	i	40	-5.5	794	4.1	3.9	0.8	17	7
CNC(C)c1ccc(S(N)(=O)=O)cc1 (stereo not drawn)	-7.1%	-2.8	1041	-0.7%	0	608	-0.68	-0.23	-0.34	0.82	i	-37	-0.59	1649	1.3	1.6	4.7	-4	1
